# Assay outcomes: PubChem, The Scripps Research Institute Molecular Screening Center
# TTR transcr act: TTR transcription activation, primary screen; SH-SY5Y TTR promoter Gaussia luciferase, luminescence; 100% = recombinant luciferase protein wells; activation, % at 16.7 µM; actives 1.3% (n = 92,000); AID 1117267;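 active means activation above the mean of all tested compounds plus 3 SD, cut at about 9.5% in these data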;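 further: cells exposed to compounds for one day before reading; 0% = median of all test compound wells on the plate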
# * = called active by the depositor.
canonical_smiles,TTR transcr act
Cc1ccc(-n2c(C)cc(/C=C3/C(=O)NC(=O)N(Cc4ccco4)C3=O)c2C)cc1,-0.8
CCOC(=O)N(c1ccccc1)P1(=S)OCCO1,0.8
COC(=O)C1=C(c2ccc(OC(F)(F)F)cc2)C[C@@H]2CC[C@H]1N2C(=O)NCCCOC(C)C,0.6
COC(=O)C1=C(c2ccc(OC(F)(F)F)cc2)C[C@@H]2CC[C@H]1N2C(=O)NC(C)C,1.9
CCOC(=O)C1SC2(C(F)(F)F)CC1(O)c1c(C)cc(C)nc1O2 (configuration not stated),-0.1
Cc1ccc2c(c1)C(c1ccccc1)NCC(=O)N2 (configuration not stated),3.8
CC(C)c1ccc(N=Nc2c(O)[nH]c(=O)[nH]c2=O)cc1,-1.5
CC12CCC(=O)C=C1CCC1C2CCC2(C)C(O)(C(=O)CO)CCC12O (configuration not stated),-0.6
O=C(Cc1ccccc1F)N1CCN(CC(=O)N2CCCC2)CC1,1.6
c1ccc(C(c2ccccc2)c2cccnc2)cc1,0.9
CC(C)(C)C(=O)N1Cc2cc(-c3ccccc3)ccc2-n2nncc2C1,-0.5
CCOC(=O)[C@]12Cc3cc(C)ccc3[C@H]1N(C1CCCCC1)C(=O)c1cc(OC)ccc12,-6.6
CCCCn1c(O)c(C(=O)/C=C/c2ccc3c(c2)OCO3)c(=O)[nH]c1=O,21.1*
CC(=O)N1Cc2cnnn2-c2ccccc2C1(C)C#N (configuration not stated),1.1
CCN(CC)P(=O)(Oc1ccccc1)Oc1ccccc1,0.0
COc1ccccc1/C=N/N=C(/N)N[N+](=O)[O-],-0.2
N/C(=N\[N+](=O)[O-])NCCCC(NC(=O)CNC(=O)c1ccccc1)C(=O)O (configuration not stated),-0.6
CCCCOP(=O)(CN1CCOCC1)OCCCC,1.7
CN1C[C@H](CO)C=C2c3cccc4[nH]cc(c34)C[C@H]21,0.1
O=C1NC(=O)C(=Cc2coc3ccccc3c2=O)C(=O)N1,2.1
COc1ccc(CC(=O)Nc2ccc(C#N)c(Cl)c2)cc1S(=O)(=O)N1CCOCC1,-2.6
C[C@]12CCC3C(CC[C@H]4C[C@H](O)CC[C@]34C)C1CCC2=O (some centres not stated),-1.8
COC(=O)C1=C(c2cccc(C#N)c2)C[C@@H]2CC[C@H]1N2C(=O)NCCOc1ccc(OC)cc1,2.2
COC(=O)C(C)Oc1cc(C)cc2oc(=O)c3c(c12)CCCC3 (configuration not stated),0.1
O=P(Nc1cccc(F)c1)(Oc1ccccc1F)Oc1ccccc1F,-1.4
CC(C)(C)C(=O)N1Cc2cc(N3CCOCC3)ccc2-n2nncc2C1,-1.3
c1ccc2c(CN3CCCCCC3)c[nH]c2c1,-2.0
Cn1c[n+](C)cc1C(O)c1ccccc1 (configuration not stated),-2.9
Cc1ccccc1N1C(=O)NC(=O)/C(=C/c2ccc(N3CCOCC3)o2)C1=O,1.0
CC12CN3CC(C)(CN(C1)C3c1cccs1)C2=O (configuration not stated),0.4
CC(=O)CC(c1ccc2c(c1)OCO2)c1c(O)c2ccccc2oc1=O (configuration not stated),0.9
CCCCn1c(O)c(C(CC)=NCc2ccco2)c(=O)[nH]c1=O,0.8
C[C@H]1CC2C3CC=C4C[C@@H](O)CC[C@]4(C)C3CC[C@]2(C)[C@H]1O (some centres not stated),-2.3
CC(C)N(Cc1ccco1)/N=C/c1c(O)n(Cc2ccccc2)c(=O)[nH]c1=O,-2.5
Cc1cc(=O)oc2cc(OCC(=O)N3CCN(Cc4ccc5c(c4)OCO5)CC3)ccc12,0.1
C=CCN1CC[C@]23c4c5ccc(O)c4OC2C(O)C=CC3[C@H]1C5 (some centres not stated),0.1
Cc1cc(C)cc(NC(=S)NC2CC3CCCC(C2)N3Cc2cccs2)c1 (configuration not stated),-3.0
COC(=O)c1c2[n+](cc3cc(OC)c(OC)cc13)CCc1cc(OC)c(OC)cc1-2,3.8
COc1ccc(NC(=O)N2CCC3(CC2)OCCO3)cc1OC,-0.6
CCCCCCn1c(=O)c(C(=O)Nc2nc(CC(=O)OCC)cs2)c(O)c2ccccc21,2.5
CCOC(=O)[C@@]1(C#N)C(c2ccc(Cl)c(Cl)c2)[C@H](C(N)=O)N2C=C(C(C)=O)C=C[C@H]21 (some centres not stated),7.5
CCC1CCC(C)N(N=O)C1 (configuration not stated),1.6
O=c1cccc2n1CC1CC2CN(c2nc(N3CCCCC3)nc(N3CCCCC3)n2)C1 (configuration not stated),0.3
COC(=O)C1=C(c2ccc(F)cc2OCc2ccccc2)C[C@@H]2CC[C@H]1N2C(=O)NCc1ccc(Br)cc1,-4.8
CCn1cc(C(=O)c2cccs2)c2ccccc21,0.1
O=C(N/N=C/c1c(O)n(Cc2ccc(F)cc2)c(=O)[nH]c1=O)c1ccccc1,-0.4
COc1ccc(CCn2c(O)c(C=NC3CC3)c(=O)[nH]c2=O)cc1OC,-0.7
CN1C(=O)c2ccccc2NC(=O)[C@]12O[C@@H]2c1ccccc1,4.0
COc1cccc(C(=O)C2CCCN(Cc3ccc(F)cc3)C2)c1 (configuration not stated),1.9
CCOC(=O)CNC(=O)N1Cc2ccc(Br)cc2-n2nncc2C1,-0.3
CCOC(=O)c1ccc(N=C(c2ccccc2)c2c(O)n(C)c(=O)n(C)c2=O)cc1,3.8
CN(C)C(=O)Oc1c(Cl)cc(Cl)c2cccnc12,4.3
CCCC(C)C1(CC)C(=O)NC(=Nc2ccccc2OC)NC1=O (configuration not stated),2.0
COC12CCC3(CC1C(C)(O)C(C)(C)C)[C@H]1Cc4ccc(OC5OC(C(=O)O)[C@@H](O)C(O)[C@H]5O)c5c4[C@@]3(CCN1CC1CC1)C2O5 (some centres not stated),-0.8
O=C1NC(=O)N(CCC2=CCCCC2)C(=O)/C1=C\c1cccs1,-1.2
CN(C)C(CNC(=O)Cc1c(Cl)cccc1Cl)c1ccccc1 (configuration not stated),0.2
COC(=O)C1=C(c2cccc(C#N)c2)C[C@@H]2CC[C@H]1N2C(=O)NCCOc1ccccc1,0.4
CCc1ccc(OCC(=O)N2CCN(Cc3ccc4c(c3)OCO4)CC2)cc1,3.1
S=C(NCCc1ccccc1)NCCc1cnc[nH]1,-0.5
O=C(NCCCn1ccnc1)C(Cl)(Cl)Cl,-1.3

# 5 entries from above, arranged by SMILES length, rising.
canonical_smiles,TTR transcr act
CCn1cc(C(=O)c2cccs2)c2ccccc21,0.1
COc1cccc(C(=O)C2CCCN(Cc3ccc(F)cc3)C2)c1 (configuration not stated),1.9
CN1C(=O)c2ccccc2NC(=O)[C@]12O[C@@H]2c1ccccc1,4.0
CC(C)N(Cc1ccco1)/N=C/c1c(O)n(Cc2ccccc2)c(=O)[nH]c1=O,-2.5
CCCCCCn1c(=O)c(C(=O)Nc2nc(CC(=O)OCC)cs2)c(O)c2ccccc21,2.5

# Additional results:
canonical_smiles,TTR transcr act
c1ccc(CN2Cc3ccccc3-n3nncc3C2)nc1,-1.0
Cc1nc2cc([N+](=O)[O-])ccc2c(=O)n1-c1cccc(Br)c1,-1.1
CCCCOc1ccc(CN2CCN(CCO)CC2)cc1,0.3
CC(Cc1ccccc1)N1C(=O)c2ccccc2C1=O (configuration not stated),-0.2
CCCCn1c(O)c(/C=N/NC(=O)c2ccncc2)c(=O)[nH]c1=S,-0.6
Cn1ccnc1P(=S)(c1nccn1C)c1nccn1C,0.9
CCN1C(=O)C(=C/C=C/c2ccco2)C(=O)N(CC)C1=S,-0.6
Cc1ncc(CN2CCCC(C(=O)c3ccc(C(C)(C)C)cc3)C2)s1 (configuration not stated),-2.5
Cc1cc(OC(=O)N(C)C)nc(SCc2c(Cl)cccc2Cl)n1,-0.6
Cc1ccc(CN2CCN(Cc3ccccc3F)CC2)cc1,-1.5
COC(=O)C1=C(c2ccc(F)cc2F)C[C@@H]2CC[C@H]1N2C(=O)NC1Cc2ccccc2C1,-2.3
CCCc1nnc(NC(=O)CCC(=O)N2CCC3(CC2)OCCO3)s1,0.9
CCN1CCN(C(=O)COc2ccc3oc4c(c3c2)CCCC4)CC1,0.0
COC(=O)C1=C(c2cc3ccccc3o2)C[C@@H]2CC[C@H]1N2C(=O)N1CCCC1,-4.3
C[C@@H]1CC2C3CC=C4C[C@@H](O)CC[C@]4(C)C3CC[C@]2(C)[C@H]1O (some centres not stated),-2.0
C[C@]12CC[C@H](O)CC1C(=O)CC1C2CC[C@@]2(C)C1CC[C@@H]2O (some centres not stated),-0.3
COP(=O)(CC(=O)O)c1ccccc1 (configuration not stated),-1.8
Cc1cccc(OCCn2cccc2/C=C2/C(=O)NC(=O)N(Cc3ccco3)C2=O)c1,1.7
CN1C(=O)NC(=O)/C(=C/c2ccc([N+](=O)[O-])o2)C1=O,0.4
COc1ccc(CCNCc2ccc(Br)cc2)cc1OC,-1.2
Oc1ccccc1Cl,-1.6
O=C(NC12CC3CC(CC(C3)C1)C2)OC1CN2CCC1CC2 (configuration not stated),12.8*
CN1C(=O)C2C[C@@]3(Br)c4ccccc4N(OOSc4ccccc4)[C@H]3N2C(=O)[C@@H]1Cc1ccccc1 (some centres not stated),-2.5
CCOc1ccc(NC2=NCCCS2)cc1,-1.0
O=c1[nH]c(=S)n(-c2ccc(Cl)cc2)c(O)c1C=Nc1ccc(N2CCOCC2)cc1,-1.9
N#CCP(=S)(c1ccccc1)c1ccccc1,1.3
Cc1ccc(O)c(CN2CCC3CCC(C3)C2)c1 (configuration not stated),0.1
O=c1[nH]c(=S)n(-c2ccccc2)c(O)c1C=NCc1ccccn1,-0.9
S=P(Nn1cnnc1)(c1ccccc1)c1ccccc1,-1.1
C=CCn1c(O)c(/C=N/NC(=O)CCCC)c(=O)[nH]c1=S,1.6
O=P(Oc1ccccc1)(Oc1ccccc1)C(O)c1ccccc1 (configuration not stated),-1.9
CCN(CC)c1ccc(N=Cc2c(O)n(Cc3ccco3)c(=O)[nH]c2=O)cc1,-2.3
CC(=NCc1ccco1)c1c(O)n(Cc2ccccc2)c(=O)[nH]c1=O,0.7
O=[N+]([O-])c1ccc(N2CCNCC2)cc1NCc1ccco1,3.0
O=C(CSC1c2ccccc2-c2ccccc21)N/N=C/c1ccccc1O,2.2
O=C(O)Cn1cc(C(=O)c2ccccc2F)c2ccccc21,0.0
CCCCCCn1c(O)c(/C=N/N2CCCCCC2)c(=O)[nH]c1=O,1.2
CCC1(CCO)C(=O)NC(=S)NC1=O,1.4
CCCCn1c(NC(=O)c2ccc(Br)o2)c(C(=O)OCC)c2nc3ccccc3nc21,-1.2
CC(C)COC(=O)N1Cc2ccccc2-n2nncc2C1,1.1
O=C(N/N=C/c1c(O)n(Cc2ccccc2)c(=O)[nH]c1=O)c1ccncc1,4.0
CN1C(=O)C(=Cc2cccnc2)C(=O)N(C)C1=O,-0.2
Cn1c2ccccc2c2c(C(=O)N3CCC4(CC3)OCCO4)cn(C3CCCCC3)c(=O)c21,-2.2
COc1ccccc1-n1c(Cc2ccccc2)nc2ccccc2c1=O,1.1
C#C[C@]1(O)CCC2C3CC=C4C[C@H](O)CC[C@]4(C)C3CC[C@@]21C (some centres not stated),-2.9
O=C(c1ccc2c3c(cccc13)CC2)C1CCCN(Cc2ncc[nH]2)C1 (configuration not stated),1.6
CN(C)C(Cc1ccccc1)C(=O)c1ccccc1 (configuration not stated),-0.8
O=C(Cn1nc(-c2ccccc2)ccc1=O)N1CCC2(CC1)OCCO2,0.4
O=C(Cn1ncn2c(cc3cc(F)ccc32)c1=O)N1CCC2(CC1)OCCO2,0.1
C=CCn1c(=O)c(C=Nc2cccnc2Cl)c(O)n(CCCC)c1=O,-0.4
COC(=O)C1C(c2ccc(I)cc2)CC2CCC1N2C (configuration not stated),0.1
Cc1c(N=Nc2c(O)n(-c3ccc(Br)cc3)c(=O)[nH]c2=O)c(=O)n(-c2ccccc2)n1C,-0.5
COc1ccc(CC(=O)N2CCN(C)CC2)cc1,-0.4
CC(C)CN1Cc2cc(-c3cccc(F)c3)ccc2-n2nncc2C1,1.3
OCCN1C2CCC1CC(O)(c1ccc(F)cc1)C2 (configuration not stated),1.8
Cc1ccccc1OP(N)(=O)Oc1ccccc1C,-0.4
COC(=O)C1=C(c2ccc(-c3ccccc3)c(F)c2)C[C@@H]2CC[C@H]1N2C(=O)N1CCCC1,-7.0
COc1ccc(Cn2c(O)c(C=NCCCn3ccnc3)c(=O)[nH]c2=O)cc1,5.3
O=C(CCN1CC1)OCCOC(=O)CCN1CC1,2.2
CN(C(=O)Cc1ccc2c(c1)OCO2)C1CCCN(Cc2ccccc2F)C1 (configuration not stated),2.5

# (further entries)
canonical_smiles,TTR transcr act
CC(=NCCCn1ccnc1)c1c(O)n(C)c(=O)n(C)c1=O,0.2
Cc1ccc(/C=C2/C(=O)NC(=O)N(Cc3ccc(F)cc3)C2=O)o1,-0.1
CCN(CC)C(=O)c1ccc(NC(=O)COc2ccccc2F)cc1,2.6
c1ccc(CCNC2CCCCCC2)cc1,1.2
C[n+]1c(-c2ccccc2)sc2ccccc21,-0.2
CN1CCCN(C(=O)COc2ccccc2)CC1,0.0
c1ccc2c(c1)CN(Cc1ccc3c(c1)OCO3)Cc1cnnn1-2,-0.7
CC(=O)N1Cc2cnnn2-c2ccccc2C1C#N (configuration not stated),1.3
COc1ccc(CN2Cc3cnnn3-c3ccccc3C2C)cc1 (configuration not stated),3.6
COc1ccc2c(c1)C(c1ccc(N(CCCl)CCCl)cc1)=NCC2,-2.3
O=C1CN=C(c2ccc(Cl)cc2)c2oc3ccccc3c2N1,-1.1
CCOC(=O)C(NC(=O)C(Cc1ccc(N(CCCl)CCCl)cc1)NC(C)=O)C(C)C (configuration not stated),3.0
COC(=O)C1=C(c2cccc(OCc3ccccc3)c2)C[C@@H]2CC[C@H]1N2C(=O)NCCOc1ccc(OC)cc1,-2.9

# Not all compounds are listed, so the mix of outcomes need not match the whole.
